APEX1 inh: qHTS Assay for Inhibitors of the Human Apurinic/apyrimidinic Endonuclease 1 (APE1) | recombinant APE1, TAMRA/BHQ-2 abasic DNA cleavage fluorescence | DNA repair nuclease/redox regulator APEX1 (Homo sapiens), P27695 | AID 2517, 2012 | 350,000 compounds, 0.35% hits | Potency, µM (series often up to 65.8 µM), for the others: at the highest dose activity change, negative = inhibition, hits mostly inhibitors;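 further: plate controls were vehicle for no effect and reference inhibitor for full effect; nearly all actives have a fitted effect of over 55% in size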
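Kinetic fluorescence read (525 ex/598 em nm, three reads 60 s apart) of AP-site incision; signal = third minus first read. Enzyme 0.75 nM, dual-labelled THF duplex 50 nM, compound preincubation 15 min RT.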
POLH inh: qHTS for Inhibitors of Polymerase Eta; 390,000 compounds, 1.2% hits; Potency, µM (highest dose often 114 µM), for the others: at the highest dose activity change, negative = inhibition, hits mostly inhibitors; DNA polymerase eta (Homo sapiens), Q9Y253; recombinant Pol eta, fluorescent DNA replication assay; AID 588591, 2011; further: on the % scale 0 is the no-effect control and ±100 the full control effect
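Pol eta at 10 nM preincubated with compounds 15 min at room temperature; reaction started with fluorescent substrate (50 nM final) and read kinetically at 0 and 10 min.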
JMJD2A Tudor: qHTS Assay for Inhibitors of JMJD2A-Tudor Domain; Lysine-specific demethylase 4A (Homo sapiens), O75164; AlphaScreen JMJD2A-Tudor / H3K4me3 peptide binding; Potency, µM (titrated, usually from 114 µM), inactives show at the top dose activity change, negative = inhibition, usual class: inhibitors; 390,000 compounds, 4.4% hits; AID 504339, 2011; further: on the % scale 0 is the no-effect control and ±100 the full control effect; nearly all actives have a fitted effect of over 50% in size
POLB inh: qHTS Assay for Inhibitors of DNA Polymerase Beta; P06746; Pol beta primer extension/strand displacement, fluorescence kinetic; Potency, µM (top dose mostly 114 µM), for the others: top-dose activity change, negative = inhibition, hits mostly inhibitors; 340,000 compounds, 1.3% hits; AID 485314, 2010; further: on the % scale 0 is the no-effect control and ±100 the full control effect
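Reaction started by 50 nM substrate onto compound-treated Pol beta (10 nM, 15 min preincubation, room temperature); plates read at 0 min and 10 min. Normalized concentration-effect data fitted by four-parameter Hill equation.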
POLI inh: qHTS for Inhibitors of Polymerase Iota; DNA polymerase iota (Homo sapiens), Q9UNA4; Pol iota fluorescent replication assay, 10 min; Potency, µM (top dose mostly 115 µM), for inactives: at the highest dose activity, negative = inhibition, usual class: inhibitors; 390,000 compounds, 1% hits; AID 588590, 2011
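Pol iota at 10 nM preincubated 15 min with compounds at room temperature; reaction started with fluorescent substrate, 50 nM final. Fluorescence read kinetically at 0 and 10 min; buffer-only wells as negative control.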
BLM helicase inh: qHTS Assay for Inhibitors of Bloom's syndrome helicase (BLM); RecQ-like DNA helicase BLM (Homo sapiens), P54132; recombinant BLM DNA unwinding, fluorescence dequenching; Potency, µM (doses to about 56.1 µM), for inactives: at the top dose activity change, negative = inhibition, most hits filed as inhibitors; 350,000 compounds, 0.2% hits;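 further: plate controls were vehicle for no effect and no enzyme for full effect; nearly all actives have a fitted effect of over 35% in size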
G9a block: qHTS Assay for Inhibitors of Histone Lysine Methyltransferase G9a. Potency, µM (highest dose often 102 µM), inactives show at the top dose activity, negative = inhibition, usual class: inhibitors. Histone-lysine N-methyltransferase EHMT2 (Homo sapiens), Q96KQ7. G9a H3K9 monomethylation, AlphaScreen, 2 h. AID 504332, 2011. 350,000 compounds, 8.8% hits; further: on the % scale 0 is the no-effect control and ±100 the full control effect; nearly all actives have a fitted effect of over 75% in size
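Using a bead-based AlphaScreen, monomethylated H3K9 product from 2 h room-temperature reactions (G9a 20 nM, peptide 500 nM, SAM 20 uM) was detected with 0.5 ug/mL rabbit anti-H3K9me1 antibody.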
POLK inh: qHTS for Inhibitors of Polymerase Kappa; Potency, µM (top dose mostly 107 µM), for the others: at the highest dose activity, negative = inhibition, usual class: inhibitors; DNA polymerase kappa (Homo sapiens), Q9UBT6; purified Pol kappa, fluorescent DNA synthesis assay, 10 min; 400,000 compounds, 0.53% hits; further: on the % scale 0 is the no-effect control and ±100 the full control effect
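Fluorescent qHTS in 1536-well format: enzyme (10 nM) and compound sat 15 min at room temperature before 50 nM substrate (final) was added. Signal taken at 0 and 10 min; no-enzyme buffer wells were negative controls.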
BAZ2B block: qHTS Assay for Inhibitors of BAZ2B; Bromodomain adjacent to zinc finger domain protein 2B (Homo sapiens), Q9UIF8; AlphaScreen BAZ2B-H3K14Ac peptide displacement; Potency, µM (series often up to 114 µM), for inactives: top-dose activity change, negative = inhibition, hits mostly inhibitors; 360,000 compounds, 4.4% hits; AID 504333, 2011; further: on the % scale 0 is the no-effect control and ±100 the full control effect; nearly all actives have a fitted effect of over 60% in size
Target sequence (Q9UIF8 whole entry, looked up, the tested form may be a part): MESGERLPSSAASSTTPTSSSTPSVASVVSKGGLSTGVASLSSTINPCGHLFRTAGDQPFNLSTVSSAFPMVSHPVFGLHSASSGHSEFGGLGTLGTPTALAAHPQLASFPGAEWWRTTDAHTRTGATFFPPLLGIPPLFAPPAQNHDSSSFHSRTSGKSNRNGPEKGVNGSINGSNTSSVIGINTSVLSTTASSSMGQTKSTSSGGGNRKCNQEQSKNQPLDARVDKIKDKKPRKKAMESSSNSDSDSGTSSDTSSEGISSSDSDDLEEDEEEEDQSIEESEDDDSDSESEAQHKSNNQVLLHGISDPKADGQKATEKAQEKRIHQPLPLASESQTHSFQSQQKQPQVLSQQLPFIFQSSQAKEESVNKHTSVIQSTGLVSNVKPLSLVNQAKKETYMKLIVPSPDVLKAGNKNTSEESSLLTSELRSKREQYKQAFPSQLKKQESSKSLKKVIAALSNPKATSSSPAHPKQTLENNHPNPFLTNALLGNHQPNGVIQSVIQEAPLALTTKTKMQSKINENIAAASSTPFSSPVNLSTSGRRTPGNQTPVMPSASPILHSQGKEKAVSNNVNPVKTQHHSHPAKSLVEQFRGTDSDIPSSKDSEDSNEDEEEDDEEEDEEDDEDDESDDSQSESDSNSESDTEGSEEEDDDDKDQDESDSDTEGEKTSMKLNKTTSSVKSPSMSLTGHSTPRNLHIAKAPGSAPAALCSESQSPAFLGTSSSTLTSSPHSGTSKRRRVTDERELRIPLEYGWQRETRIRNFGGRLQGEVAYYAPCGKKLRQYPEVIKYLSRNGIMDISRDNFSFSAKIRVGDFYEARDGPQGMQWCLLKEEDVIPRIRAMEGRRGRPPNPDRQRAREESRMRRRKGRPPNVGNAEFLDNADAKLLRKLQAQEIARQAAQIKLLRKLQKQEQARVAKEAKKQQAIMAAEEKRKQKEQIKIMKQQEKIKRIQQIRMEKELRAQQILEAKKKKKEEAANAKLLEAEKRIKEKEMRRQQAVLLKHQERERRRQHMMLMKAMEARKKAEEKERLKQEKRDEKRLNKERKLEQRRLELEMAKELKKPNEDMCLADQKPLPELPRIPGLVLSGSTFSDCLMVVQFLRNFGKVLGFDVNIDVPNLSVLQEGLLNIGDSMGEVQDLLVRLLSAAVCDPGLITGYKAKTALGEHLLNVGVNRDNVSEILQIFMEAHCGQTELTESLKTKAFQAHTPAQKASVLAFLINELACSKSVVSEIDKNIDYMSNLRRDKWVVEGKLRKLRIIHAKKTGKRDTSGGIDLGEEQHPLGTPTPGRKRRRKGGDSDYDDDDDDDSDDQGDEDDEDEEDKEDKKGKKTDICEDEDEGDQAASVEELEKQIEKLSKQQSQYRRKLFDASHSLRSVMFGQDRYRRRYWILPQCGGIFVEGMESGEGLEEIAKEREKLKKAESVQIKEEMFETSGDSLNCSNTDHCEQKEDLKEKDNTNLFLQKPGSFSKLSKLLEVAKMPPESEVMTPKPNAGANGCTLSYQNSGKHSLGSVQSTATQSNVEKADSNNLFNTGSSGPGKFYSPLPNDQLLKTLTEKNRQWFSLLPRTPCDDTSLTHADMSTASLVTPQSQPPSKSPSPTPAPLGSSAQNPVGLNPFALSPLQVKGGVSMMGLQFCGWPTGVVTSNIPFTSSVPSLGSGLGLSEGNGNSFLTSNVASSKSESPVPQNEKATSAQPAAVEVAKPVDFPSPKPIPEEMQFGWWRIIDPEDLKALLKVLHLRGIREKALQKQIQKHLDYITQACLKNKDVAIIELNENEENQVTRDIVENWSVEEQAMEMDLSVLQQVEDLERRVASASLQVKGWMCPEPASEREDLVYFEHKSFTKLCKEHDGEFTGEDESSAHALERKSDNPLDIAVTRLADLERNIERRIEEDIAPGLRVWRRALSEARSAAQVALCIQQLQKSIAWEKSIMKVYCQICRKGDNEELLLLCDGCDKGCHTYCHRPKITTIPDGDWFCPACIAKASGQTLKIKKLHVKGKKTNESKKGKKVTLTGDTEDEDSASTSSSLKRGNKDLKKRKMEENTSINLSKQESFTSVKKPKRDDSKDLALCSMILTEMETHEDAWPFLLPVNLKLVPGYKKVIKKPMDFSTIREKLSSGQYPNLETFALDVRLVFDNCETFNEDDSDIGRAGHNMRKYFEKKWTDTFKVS
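Complex of BAZ2B and biotin-H3K14Ac (50 nM apiece) forms over 30 min at RT, then faces library compounds up to 110 uM for another 30 min; AlphaScreen beads added, 20 min dark incubation, luminescence read.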
* marks the source's active call; other numbers are inactive results; & = joins results of further samples; [ ] = remark or other dose. The call rests on the fitted dose curve; in most records, active means well fitted curve in the direction sought with a large enough effect; inconclusive means small, poorly fitted or top-dose-only effect, or another doubt; inactive means no such curve, though single readings can be large; an effect the other way counts as inactive or inconclusive. Potency means the concentration at half of the fitted maximal effect. The list is partial; the hit share may differ from the screen's.

Results for CC(=O)NCC(=O)Nc1ccc(Br)cc1C(=O)c1ccccc1 ?
APEX1 inh: 2.6%; POLH inh: -6.0%; JMJD2A Tudor: -23.1%; POLB inh: 9.6%; POLI inh: -14.8%; BLM helicase inh: -0.5%; G9a block: -5.3%; POLK inh: 0.0%; BAZ2B block: -0.8%

How did Cn1c(O)c(C2=NN(C(=O)CCl)C(c3ccccc3)C2)c(=O)n(C)c1=O (stereo unspecified) do in these assays?
APEX1 inh: -9.1%; POLH inh: -1.7%; JMJD2A Tudor: 22.4µM*; POLB inh: inconclusive; POLI inh: inconclusive; BLM helicase inh: -0.9%; G9a block: 31.6µM*; POLK inh: -12.9%; BAZ2B block: -37.7%

How did FC(F)(F)c1ccc2c(c1)N(CCCN1CCN(CCCl)CC1)c1ccccc1S2 do in these assays?
APEX1 inh: 0.6%; POLH inh: -18.5%; JMJD2A Tudor: 15.8µM*; POLB inh: 16.2%; POLI inh: -7.5%; BLM helicase inh: -5.3%; G9a block: 10µM*; POLK inh: -8.1%; BAZ2B block: 39.8µM*

How did Cc1ccccc1CC(=O)N(CCN(C)C)CC1CCCN(Cc2ccccc2F)C1 (stereo unspecified) do in these assays?
APEX1 inh: 3.6%; POLH inh: -4.9%; JMJD2A Tudor: -16.1%; POLB inh: 0.9%; POLI inh: 100.9%[activator]; BLM helicase inh: 3.6%; G9a block: -3.0%; POLK inh: -4.8%; BAZ2B block: -4.1%

Results for CC(C)CN1CCN(Cc2ccccc2C(F)(F)F)CC1CCO (stereo unspecified) ?
APEX1 inh: 1.7%; POLH inh: -11.4%; JMJD2A Tudor: -9.0%; POLB inh: 22.5%; POLI inh: -7.0%; BLM helicase inh: -1.1%; POLK inh: 1.0%; BAZ2B block: 4.0%

How did CCOC(=O)C1(CCc2ccccc2)CCN(Cc2csc(C(C)=O)c2)CC1 do in these assays?
APEX1 inh: -0.2%; POLH inh: -5.5%; JMJD2A Tudor: -11.3%[11.4 µM]; POLB inh: -6.1%; POLI inh: 37.5%[activator]; BLM helicase inh: -3.4%; G9a block: -8.4%; POLK inh: -18.4%; BAZ2B block: inconclusive

Results for Cc1nc2c(c(C)nn2-c2ccccc2)c(C)c1CCC(=O)N1CCC2(CC1)OCCO2 ?
APEX1 inh: -2.4%; POLH inh: -16.6%; JMJD2A Tudor: -5.0%; POLB inh: 11.3%; POLI inh: 21.4%; BLM helicase inh: -2.8%; G9a block: 4.6%[12.7 µM]; POLK inh: -2.8%; BAZ2B block: -3.8%

Results for CCCC(=O)NC(Oc1ccccc1Cl)C(Cl)(Cl)Cl (stereo unspecified) ?
APEX1 inh: -2.6%; POLH inh: -2.9%; JMJD2A Tudor: 2.2%; POLB inh: 11.3%; POLI inh: 9.7%; BLM helicase inh: -3.4%; G9a block: 9.9%[59 µM]; POLK inh: -10.6%[60.1 µM]; BAZ2B block: 3.9%

What do the screens show for `CC1CN(c2ccc([N+](=O)[O-])c3cccnc23)CC(C)N1` (stereo unspecified)?
APEX1 inh: -3.2%; POLH inh: -14.4%; JMJD2A Tudor: 1.9%; POLB inh: 2.6%; POLI inh: 5.3%; BLM helicase inh: -6.5%; G9a block: -0.3%; POLK inh: 2.4%; BAZ2B block: -3.4%

How did COc1ccc(C(CNC(=O)CCc2ccsc2)N(C)C)cc1 (stereo unspecified) do in these assays?
APEX1 inh: -0.1%; POLH inh: -2.2%; JMJD2A Tudor: 0.0%; POLB inh: 1.2%; POLI inh: 15.0%; BLM helicase inh: 0.8%; G9a block: 5.5%; POLK inh: -9.8%; BAZ2B block: -0.5%

Of the compounds above, these have a thiophene ring, fused or not.
How did CCOC(=O)C1(CCc2ccccc2)CCN(Cc2csc(C(C)=O)c2)CC1 do in these assays?
APEX1 inh: -0.2%; POLH inh: -5.5%; JMJD2A Tudor: -11.3%[11.4 µM]; POLB inh: -6.1%; POLI inh: 37.5%[activator]; BLM helicase inh: -3.4%; G9a block: -8.4%; POLK inh: -18.4%; BAZ2B block: inconclusive

How did COc1ccc(C(CNC(=O)CCc2ccsc2)N(C)C)cc1 (stereo unspecified) do in these assays?
APEX1 inh: -0.1%; POLH inh: -2.2%; JMJD2A Tudor: 0.0%; POLB inh: 1.2%; POLI inh: 15.0%; BLM helicase inh: 0.8%; G9a block: 5.5%; POLK inh: -9.8%; BAZ2B block: -0.5%

Going on with the list:
What do the screens show for `O=C1NC(=O)C2(CCCc3ccc(N(CCCl)CCCl)cc32)N1` (stereo unspecified)?
POLH inh: -4.4%; JMJD2A Tudor: -25.5%; POLI inh: 25.8%; POLK inh: -12.9%

Results for C=CCn1c(O)c(C(C)=NCCN2CCCCC2)c(=O)[nH]c1=O ?
APEX1 inh: 6.1%; POLH inh: -5.9%; JMJD2A Tudor: -18.7%; POLB inh: 39.3%; POLI inh: 4.0%; BLM helicase inh: -0.4%; G9a block: inconclusive; POLK inh: -0.2%; BAZ2B block: 12.9%

How did Clc1ccccc1-c1cncnc1NCCc1cnc[nH]1 do in these assays?
APEX1 inh: 16.0%; BLM helicase inh: 4.3%; G9a block: 0.0%[0.501 µM]; POLK inh: 7.2%[60.1 µM]

What do the screens show for `COP(=O)(NC(C)=O)SC` (stereo unspecified)?
POLH inh: -0.9%; JMJD2A Tudor: -6.2%; POLI inh: -2.1%; POLK inh: -2.3%

Results for O=c1[nH]c(=O)n(Cc2ccccc2)c(O)c1/C=N/NCCO ?
APEX1 inh: 0.6%; POLH inh: -17.2%; JMJD2A Tudor: 56.2µM*; POLB inh: 2.8%; POLI inh: 140.4%[activator]; BLM helicase inh: -0.7%; G9a block: 50.1µM*; POLK inh: -5.2%; BAZ2B block: 50.1µM*

Results for CN(C)CC#CCOCCOCCC#N ?
APEX1 inh: 11.7%; POLH inh: -13.5%; JMJD2A Tudor: -10.2%; POLB inh: 23.1%; POLI inh: -1.4%; BLM helicase inh: -2.2%; G9a block: 15.7%[59 µM]; POLK inh: -8.5%; BAZ2B block: 8.6%

Results for COC(=O)C1=C(c2ccc(F)cc2OCc2ccccc2)C[C@@H]2CC[C@H]1N2C(=O)NCc1ccc(F)cc1 ?
APEX1 inh: -15.2%; POLH inh: -5.4%; JMJD2A Tudor: -21.4%; POLI inh: 2.9%; G9a block: 16.5%[2.33 µM]; POLK inh: -5.6%; BAZ2B block: -1.5%

Results for COc1ccccc1N1C(=O)NC(=O)C2(Cc3cc(C)ccc3N(C)C2)C1=O (stereo unspecified) ?
APEX1 inh: -4.1%; POLH inh: -12.2%; JMJD2A Tudor: -30.1%; POLB inh: 9.7%; POLI inh: -4.3%; BLM helicase inh: -1.0%; G9a block: 8.91µM*; POLK inh: -0.3%; BAZ2B block: -4.6%

Results for Cc1noc(C)c1C(=O)N1CCC[C@@]2(CCN(CC(C)C)C2)C1 ?
APEX1 inh: 1.7%; BLM helicase inh: 0.0%; G9a block: -0.2%[12.7 µM]; POLK inh: 5.3%[60.1 µM]

Results for COc1ccc(CCNc2nc3c(c(=O)n(C)c(=O)n3C)n2Cc2ccc(F)cc2)cc1OC ?
POLH inh: -20.7%; JMJD2A Tudor: -20.6%; POLB inh: 3.4%; POLI inh: 31.3%[activator]; BLM helicase inh: -0.2%; G9a block: -2.2%[59 µM]; POLK inh: -6.1%; BAZ2B block: -20.9%

What do the screens show for `CCOC(=O)c1ccc2c(c1)n(CCO)c(C)[n+]2CC`?
APEX1 inh: 0.6%; POLH inh: -10.9%; JMJD2A Tudor: 50.1µM*; POLB inh: -1.4%; POLI inh: 4.7%; BLM helicase inh: 4.8%; G9a block: 35.5µM*; POLK inh: -9.8%; BAZ2B block: 9.5%

What do the screens show for `CCN1C[C@]2(COC)CC[C@H](O)[C@@]34[C@@H]5C[C@H]6[C@@H](OC)[C@H]5[C@](O)(C[C@@H]6OC)[C@@](O)([C@@H](OC)[C@H]23)[C@@H]14`?
APEX1 inh: -1.0%[21 µM]; BLM helicase inh: 0.1%[21.4 µM]; G9a block: 22.3%[21.5 µM]; POLK inh: -3.9%[12 µM]

Results for C/C(CCc1c[nH]c2ccccc12)=N\O ?
APEX1 inh: -2.3%; POLH inh: -2.9%; JMJD2A Tudor: -5.1%; POLB inh: -20.2%; POLI inh: 10.1%; BLM helicase inh: -3.3%; G9a block: 13.7%[12.7 µM]; POLK inh: 1.5%; BAZ2B block: -0.4%

What do the screens show for `CC1(C)C(c2ccccc2)=NC(c2cccnc2)N1O` (stereo unspecified)?
APEX1 inh: 5.1%; POLH inh: -4.1%; JMJD2A Tudor: -4.5%; POLB inh: -8.5%; POLI inh: -0.9%; BLM helicase inh: -2.6%; G9a block: inconclusive; POLK inh: 3.6%; BAZ2B block: 9.5%

Results for Cc1cc2oc(=O)cc(-c3ccccc3)c2c(C)c1-c1ccc(CO)cc1 ?
APEX1 inh: 3.0%&-10.2%; POLH inh: -19.2%; JMJD2A Tudor: -13.7%; POLI inh: 19.6%; BLM helicase inh: -6.9%[75.6 µM]; G9a block: inconclusive; POLK inh: -3.1%&-19.7%

How did CCCC(CCC)C(=O)OC[N+](C)(C)CCOC(=O)C(O)(c1ccccc1)C1CCCC1 (stereo unspecified) do in these assays?
APEX1 inh: 1.7%; POLH inh: -22.7%; JMJD2A Tudor: -9.7%; POLB inh: 17.8%; POLI inh: 9.1%; BLM helicase inh: 2.1%; POLK inh: -2.1%; BAZ2B block: -28.4%

Screens: PubChem, National Center for Advancing Translational Sciences (NCATS)
